Source: PubChem BioAssay (National Center for Advancing Translational Sciences (NCATS))
TbPYK inhibitor: blocks Trypanosoma brucei pyruvate kinase; Q57TT1; TbPYK enzyme, Kinase-Glo Plus ATP luminescence, 45 min; hit rate 0.12% among 410,000; Potency, µM (highest dose often 76.8 µM), without a hit: top-dose activity, negative = inhibition, most hits filed as inhibitors; note: nearly all actives have a fitted effect of over 50% in size
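Luminescent Kinase-Glo Plus end-point after 45 min room-temperature reaction of T. brucei pyruvate kinase started with 130 uM ADP (final). Buffer TEA 50 mM pH 7.2 with KCl, MgCl2, BSA, Tween-20; titration-based qHTS with fitted concentration-effect curves.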
HCV inh: blocks hepatitis C virus; hit rate 3.4% among 340,000; Huh7.5.1 HCVcc-Cre infection, luciferase reporter, 44 h; Potency, µM (series often up to 41.8 µM), for the others: at the top dose activity change, negative = inhibition, most hits filed as inhibitors
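A cell-based infection assay in which seeded cells (1,000 per well) receive test compound after 4 h, are inoculated with HCVcc-Cre at approximately 0.5 moi, and are incubated 44 h before luminescence detection.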
An asterisk follows results filed as active; ? = inconclusive; [ ] = remark or other dose. Calls come from the whole dose curve; as a rule, active = well fitted curve in the direction sought with a large enough effect; inconclusive = small, poorly fitted or top-dose-only effect, or another doubt; inactive = no such curve, though single readings can be large; an effect the other way counts as inactive or inconclusive. % is set by controls: 0 for no effect and ±100 for the full control effect; potency is the fitted concentration of half-maximal effect. An excerpt; rates above refer to the full screens.

SMILES | TbPYK inhibitor | HCV inh
CC(=O)c1nn(-c2ccc(Cl)cc2)cc1C(=O)c1ccc(C)cc1 | 1% | 8%
COc1ccc(NS(=O)(=O)c2cc(NC(=O)COc3ccc(OC)cc3)ccc2N2CCOCC2)cc1 | 4% | ?
Cc1ccc(NC(=O)CN(C)C(=O)c2ccc(Cl)c(S(=O)(=O)NCc3ccco3)c2)cc1 | 1% | -9%
COc1ccc(CCC(=O)N/N=C/c2ccc3c(c2)OCO3)cc1 | -2% | 16%
CCc1nc(SCc2nnc(-c3ccc(C)cc3)o2)c2c(C)c(C)sc2n1 | 5% | 15%
O=C(Nc1cccc(S(=O)(=O)N2CCCC2)c1)c1ccc(Cl)nc1 | 0% | ?
CC(=O)N1CCN(C(=O)c2cc3c(s2)CCCC3)CC1 | -3% | 16%
CC(C)CCOc1ccc(C(=O)NNC(=O)CNC(=O)c2ccccc2F)cc1 | -6% | 12%
Nc1nccc(SCc2ccccc2)n1 | -1% | 15%
O=[N+]([O-])c1ccc(NC2CCCCC2)nc1 | -6% | -8%

Another view of some results above:
The line under a structure holds: TbPYK inhibitor | HCV inh
> O=[N+]([O-])c1ccc(NC2CCCCC2)nc1
 : -6% | -8%
> CC(=O)N1CCN(C(=O)c2cc3c(s2)CCCC3)CC1
 : -3% | 16%

Pulled by structure from above, two records:
SMILES | TbPYK inhibitor | HCV inh
O=C(Nc1cccc(S(=O)(=O)N2CCCC2)c1)c1ccc(Cl)nc1 | 0% | ?
O=[N+]([O-])c1ccc(NC2CCCCC2)nc1 | -6% | -8%

(continued)
SMILES | TbPYK inhibitor | HCV inh
Cc1ccc(C(=O)NCC(c2ccc(F)cc2)N2CCOCC2)cc1S(=O)(=O)N1CCOCC1 (stereo unspecified) | 1% | 21%
CC(NS(=O)(=O)c1cc(C(F)(F)F)ccc1Cl)C(=O)N(C)C1CCN(C)CC1 (stereo unspecified) | 0% | 4%
CC(=O)Nc1ccc(S(=O)(=O)N(C)CC(=O)N2CCN(C(=O)c3ccco3)CC2)cc1 | 3% | 4%
C[C@@H]1CN([C@@H](C)CO)C(=O)Cc2cc(NS(=O)(=O)c3cn(C)cn3)ccc2O[C@@H]1CN(C)C(=O)Nc1ccccc1 | -14% | 12%
C1=CC2=NC34CCCCC3CC3=C(CCCC3)N4C2=CC1=NC1CCCCC1 (stereo unspecified) | 4% | ?
CN(C)C(=S)N=c1ssc(=S)n1Cc1ccccc1 | -16% | ?
CCOC(=O)C1=C(COC(=O)c2ccc(OC)c(S(=O)(=O)N3CCOCC3)c2)NC(=O)NC1C (stereo unspecified) | -5% | -17%
O=C(O)c1cccc(C(=O)c2cccc3ccccc23)c1 | -12% | 17%
CCOc1ncccc1C(=O)NNC(=O)c1cccc(S(=O)(=O)N2CCOCC2)c1 | 2% | 12%
O=C(Cc1ccc(Cl)cc1)NNC(=O)C(=O)NC1CCCCC1 | 0% | 11%
C=CCC[C@H](Cc1ccc(F)cc1)C(=O)OC[C@H](Cc1c[nH]c2ccccc12)NC(=O)[C@H](CC=C)CC(=O)N(CCO)Cc1ccccc1 | -9% | ?
Clc1ccc(C2Nc3cccc4cccc(c34)N2)c(Cl)c1 | -2% | -4%
CCCc1cc(-n2ccnc2C)n2c(nc3ccccc32)c1C#N | -2% | 0%
COc1ccc(C=NNC(=O)CCCC(=O)NN=Cc2ccc(OC)c(O)c2)cc1O | -9% | 1%
O=C(Nc1ccc(S(=O)(=O)N2CCCC2)cc1)c1ccc(F)cc1 | -8% | -17%
COc1ccc(C(=O)Nc2ccc(O)c3ccccc23)cc1 | -6% | ?
S=c1[nH]nc(-c2ccco2)n1-c1ccc(Br)cc1 | ? | ?
Cc1ccc(C(=O)NCC(=O)N2CCCN(C)CC2)cc1C | 1% | -8%
CN(C=O)c1ccc(CSc2ccccc2)cc1 | 2% | 3%
CCOC(=O)[C@@H]1[C@H]2COc3ccccc3[C@H]2N2C(=O)N(c3ccc(Br)cc3)C(=O)[C@]12C | -1% | -9%
COc1ccccc1CNC(=O)CN1C(=O)NC2(CCC(C)CC2)C1=O (stereo unspecified) | 1% | 3%
COc1ccc(/C(C)=N/Nc2nc(C)cc(-c3ccccc3)n2)cc1 | -1% | 10µM*
O=C(COC(=O)/C=C/c1cccc(Cl)c1)Nc1ccc(N2CCOCC2)cc1 | -7% | 14%
O=C1NC2C(=CC(O)C(O)C2O)c2cc3c(cc21)OCO3 (stereo unspecified) | -1% | 0.56µM*
Nc1cccc(Oc2ccc3c(c2)C(=O)N(CCO)C3=O)c1 | 4% | 0%
C=C[C@@]1(C)CCC(/C(C)=C/C=C/C(C)(C)O)C[C@@H]1C(=C)C (stereo partly specified) | 2% | 12%
Nc1ccc2[nH]c(=S)[nH]c2c1 | -4% | 16%
O=C(COC(=O)c1cc([N+](=O)[O-])ccc1NCCO)Nc1cccnc1Cl | -1% | ?
O=C1CSc2ccccc2N1 | 0% | -5%
O=[N+]([O-])c1cc(C=NN2CCCCCC2)ccc1Cl | -3% | ?
COc1c(O)cc(O)c2c(=O)cc(-c3ccccc3)oc12 | 4% | ?
CCCSc1ccc([C@H]2N[C@@](Cc3ccccc3)(C(=O)OC)[C@H]3C(=O)N(C)C(=O)[C@@H]23)cc1 | 0% | ?
O=C(NNC(=O)c1ccc2ccccc2c1)c1cccc(F)c1 | 5% | -7%
O=P(Oc1ccc(-c2ccccc2)cc1)(N1CC1)N1CC1 | 1% | ?
COc1cc(NC(=O)c2cccs2)c(OC)cc1NC(=O)c1cccs1 | 2% | -12%
O=C(NC1CCCCC1)N1CCN(Cc2nc3ccccc3c(=O)[nH]2)CC1 | -13% | 36%[activator]
O=C1N=C(O)CN1/N=C/c1ccc(-c2ccc([N+](=O)[O-])cc2)o1 | -3% | -14%
O=C(C[C@H]1C/C=C\CC[C@H](Cc2ccc(F)cc2)C(=O)O[C@H](c2ccccc2)CNC1=O)N[C@H](CO)Cc1ccccc1 | -3% | 4%
Cc1ccccc1C(=O)N1CCC2CC1c1cc(-c3ccc(F)cc3)ccc12 (stereo unspecified) | 3% | ?
CN(C)c1ncnc2c1C(c1ccccc1)C(C)(C)O2 (stereo unspecified) | -6% | 6%

Reformatted field by field: 4 of the compounds above.
molecule: O=C(Nc1cccc(S(=O)(=O)N2CCCC2)c1)c1ccc(Cl)nc1
  TbPYK inhibitor = 0% | HCV inh = ?

molecule: CCOC(=O)C1=C(COC(=O)c2ccc(OC)c(S(=O)(=O)N3CCOCC3)c2)NC(=O)NC1C (stereo unspecified)
  TbPYK inhibitor = -5% | HCV inh = -17%

molecule: O=C(NNC(=O)c1ccc2ccccc2c1)c1cccc(F)c1
  TbPYK inhibitor = 5% | HCV inh = -7%

molecule: O=C(Cc1ccc(Cl)cc1)NNC(=O)C(=O)NC1CCCCC1
  TbPYK inhibitor = 0% | HCV inh = 11%

(further entries)
SMILES | TbPYK inhibitor | HCV inh
CCOC(=O)C1=C(C)N(C[C@@H]2CC[C@@H](Cc3ccc(-c4ccccc4)cc3)O2)C(=O)NC1c1ccc(SCc2ccco2)c([N+](=O)[O-])c1 (stereo partly specified) | -5% | ?
Cc1ccc(Cl)c(OCC(=O)OCC(=O)c2ccc[nH]2)c1 | 0% | 5%
Cc1noc(C)c1C(=O)OCC(=O)N1CCc2ccccc21 | 1% | 22%
COCCCn1c(=N)c(C(=O)NCc2ccc3c(c2)OCO3)cc2c(=O)n3cccc(C)c3nc21 | -4% | -7%
CN1Cc2cnnn2-c2ccccc2C1C#N (stereo unspecified) | 6% | 16%[8.37 µM]
COc1ccc(S(=O)(=O)N(C)C[C@H]2Oc3c(cccc3N(C)C)C(=O)N([C@H](C)CO)C[C@@H]2C)cc1 | 3% | 10%
O=C(NC(=S)Nc1ccc(Br)cc1F)C1CCCCC1 | 2% | 18%
CC1(C)CC[C@]2(C)CC[C@]3(C)C4C[C@@H]5OO[C@@]6(O5)C(CCCC6(C)C)[C@]4(C)CC[C@@]3(C)C2C1 (stereo partly specified) | 13% | -22%
O=C(NN=Cc1ccccc1O)c1cccc([N+](=O)[O-])c1 | 2% | 7.9µM*
C[C@]12C[C@@H](O)[C@H](O)CC1=CCC1C2CC[C@]2(C)C(=O)CCC12 (stereo partly specified) | -6% | 7%
CC1(CCOCc2ccccc2)NC(=O)NC1=O (stereo unspecified) | 7% | 19%
O=C(NCC1CC1)c1onc(CSc2ccccc2)c1C(=O)NCC1CC1 | 1% | ?
COc1ccccc1CNC(=O)C1CC2Cn3c(nc4cc(Cl)c(Cl)cc43)C2N1C (stereo unspecified) | 3% | ?
CC1CC(C)CN(C(=O)COC(=O)/C=C/c2ccco2)C1 (stereo unspecified) | -4% | 18%
O=S(=O)(NC1CCCCCC1)c1cccc(Cl)c1 | -4% | 2%
O=c1ccn([C@@H]2O[C@H](CNS(=O)(=O)c3csc(-c4ccno4)c3)[C@@H](O)[C@H]2O)c(=O)[nH]1 | -3% | -15%
O=C(c1ccc2c(c1)OCO2)N1CCN(CCN2C(=O)c3cccc4cccc(c34)C2=O)CC1 | -4% | 6%
COc1cccc(C(CNC(=O)c2ccc(Cl)c(S(=O)(=O)N3CCCC3)c2)N(C)C)c1 (stereo unspecified) | 4% | ?
CC(=O)Nc1ccc(S(=O)(=O)NNC(=O)CCC(=O)NCc2ccccc2)cc1 | -15% | 1%
CCn1nc(C)cc1C(=O)N1CCCC(N2CCN(c3ccccc3OC)CC2)C1 (stereo unspecified) | 1% | -2%
C[C@@H]1CN([C@@H](C)CO)C(=O)Cc2cc(NC(=O)Nc3cccc4ccccc34)ccc2O[C@@H]1CN(C)Cc1ccc(C(F)(F)F)cc1 | -3% | ?
COC(=O)C1CCN(CC(=O)NC(=O)Nc2ccccc2F)CC1 | -4% | -20%
CC1(C)C2CC[C@]3(C)C(CC=C4[C@@H]5C[C@@](C)(CO)CC[C@]5(C(=O)O)CC[C@]43C)[C@@]2(C)CC[C@@H]1O (stereo partly specified) | 4% | -6%
O=C(CCc1ccccc1)Nc1c(F)cccc1F | -9% | 10%
Cc1ccc(S(=O)(=O)Nc2ccc3c(c2)C(=O)N([C@H](C)CO)C[C@H](C)[C@@H](CN(C)C(=O)Nc2ccc(C(F)(F)F)cc2)O3)cc1 | 0% | 13µM*
CC(C)(C)S(=O)N1Cc2cc(CO)ccc2[C@@H]1CCO (stereo partly specified) | 4% | 26%
COc1cccc(-c2sc3ccc(OC)cc3c2-c2ccc(OCCN3CCOCC3)cc2)c1 | 6% | ?
Oc1ccc2ccc3cccc[n+]3c2c1 | 3% | 26%
COc1ccc(OC)c(S(=O)(=O)N2CCCC(C(=O)NC3CC3)C2)c1 (stereo unspecified) | -7% | -1%
COc1ccc(S(=O)(=O)Nc2ccc3c(c2)CC(=O)N([C@@H](C)CO)C[C@H](C)[C@@H](CN(C)S(=O)(=O)c2ccc(F)cc2)O3)cc1 | -2% | 14%
CCN(CC(=O)NC1CCS(=O)(=O)C1)c1ccc(S(=O)(=O)N(CC)CC)cc1[N+](=O)[O-] (stereo unspecified) | -8% | 14%
CCCCNc1c(-c2ccc(OC)c(Sc3ccc(OC)cc3)c2)nc2ccc(Cl)cn12 | 0% | ?
O=C(CCc1ccccc1)Nc1cccc(S(=O)(=O)N2CCOCC2)c1 | -3% | ?
CN(Cc1ccccc1)C(=O)COC(=O)CCC(=O)c1ccc(F)cc1 | -2% | 10%
CCN(CC(=O)NCc1ccc(F)cc1)CC(=O)Nc1ccc(Br)cc1F | 3% | -12%
O=C(Nc1ccccc1)OCC1CCCO1 (stereo unspecified) | 0% | 7%
CC(=O)Oc1ccc(N(C(C)=O)S(=O)(=O)c2ccc(C)cc2)c2ccccc12 | 3% | ?
CC(C)[C@H](NS(=O)(=O)c1ccccc1F)C(=O)NC1CCCCC1 | 0% | 0%
Cc1ccc(S(=O)(=O)N2CCN(C(=O)COC(=O)/C=C/c3ccc(C(F)(F)F)cc3)CC2)c(C)c1 | -10% | 10%
O=C1OCC(O)=C1Cc1ccccc1 | -4% | 32%[activator]
COC(=O)c1ccc(Cn2cnc3c(N)ncnc32)cc1 | -1% | 10%
CC(C)(C)[C@H]1COC(=O)[C@@H](NC(=O)OCC2c3ccccc3-c3ccccc32)C/C=C\C[C@@H](CC(=O)N[C@@H](CO)Cc2ccccc2)C(=O)N1 | 0% | -21%
O=C(NCc1ccc(Cl)c(Cl)c1)C1CCCC1 | 5% | 5%
CC1CC(C)CN(C(=O)COC(=O)COc2ccc(C#N)cc2)C1 (stereo unspecified) | -3% | ?
CCCCCCOC(=O)CC1CC(C(C)=O)C1(C)C (stereo unspecified) | -1% | 11%
CCOC(=O)C1=CN(Cc2cccc(F)c2)S(=O)(=O)N(C)C1CCc1ccccc1 (stereo unspecified) | -3% | ?
C[C@H]1CN([C@@H](C)CO)C(=O)c2cccc(NS(=O)(=O)c3ccc(F)cc3)c2O[C@H]1CN(C)Cc1ccc(Cl)c(Cl)c1 | -4% | -25%
CC1=CC(=NNS(=O)(=O)c2ccc([N+](=O)[O-])cc2)CC(C)(C)C1 | 17% | 3%
O=c1[nH]c(=S)[nH]cc1Oc1ccc(Br)cc1Br | 2% | -1%
COc1ccccc1C(=O)COC(=O)C1(C)CC1(Cl)Cl (stereo unspecified) | 3% | -9%
O=Cc1c(-c2ccc(Cl)cc2)oc2ccc(O)cc12 | -9% | -1%
